Source: PubChem (several laboratories)
PLK1 inh: PLK1 (human) kinase inhibition; AID 619; 97,000 compounds, 0.53% hits; P53350; inhibition, % at 10 µM; recombinant PLK1 kinase, TR-FRET peptide phosphorylation;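 active = inhibition of 50% or more in the single-concentration screen; inactive = inhibition below 50%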;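 also: 0% = DMSO max control and 100% = H-89 dihydrochloride min control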
PTPN22 inh 2: LYP (human) phosphatase inhibition; AID 640; inhibition, % at 2 µM; 96,000 compounds, 0.21% hits; Q9Y2R2; recombinant LYP catalytic domain, DiFMUP fluorescence;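 active = inhibition at 2 µM at or above a set limit, the screen mean plus 3 SD, cut at about 24% in these data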;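 also: 0% = DMSO with enzyme and 100% = enzyme fully blocked by orthovanadate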
Target sequence (Q9Y2R2 whole entry, looked up, the tested form may be a part): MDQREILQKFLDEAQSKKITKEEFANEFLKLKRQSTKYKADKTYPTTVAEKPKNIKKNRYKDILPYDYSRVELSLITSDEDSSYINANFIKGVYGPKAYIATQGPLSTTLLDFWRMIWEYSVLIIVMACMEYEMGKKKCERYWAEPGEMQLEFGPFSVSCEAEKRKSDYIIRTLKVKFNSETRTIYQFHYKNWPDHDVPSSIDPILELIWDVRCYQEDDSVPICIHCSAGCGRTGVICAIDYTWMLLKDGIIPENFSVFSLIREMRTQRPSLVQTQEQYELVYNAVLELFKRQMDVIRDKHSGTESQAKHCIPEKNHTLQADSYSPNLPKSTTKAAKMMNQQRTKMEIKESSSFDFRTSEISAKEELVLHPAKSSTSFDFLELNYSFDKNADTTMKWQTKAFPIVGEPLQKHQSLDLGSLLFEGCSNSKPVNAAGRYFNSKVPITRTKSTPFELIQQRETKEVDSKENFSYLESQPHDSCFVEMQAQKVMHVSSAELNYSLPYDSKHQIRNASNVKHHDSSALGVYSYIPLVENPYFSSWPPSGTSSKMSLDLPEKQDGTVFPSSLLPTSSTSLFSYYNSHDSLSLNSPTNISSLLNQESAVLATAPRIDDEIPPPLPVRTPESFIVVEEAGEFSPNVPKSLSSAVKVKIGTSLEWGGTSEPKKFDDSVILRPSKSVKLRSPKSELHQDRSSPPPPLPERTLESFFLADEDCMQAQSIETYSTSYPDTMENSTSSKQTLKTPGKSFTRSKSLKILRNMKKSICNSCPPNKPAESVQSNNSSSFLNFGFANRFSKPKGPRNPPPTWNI
EphB4 antag: antagonists of human EphB4-ephrin-B2 interaction; AID 720; inhibition, % at 7 µM; EphB4 LBD / TNYL-RAW-Alexa532 peptide, fluorescence polarization; 97,000 compounds, 0.15% hits; P54760;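 active = inhibition above the screen-wide mean inhibition plus 3 SD, cut at about 15% in these data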;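 also: 0% = DMSO wells and 100% = excess unlabeled TNYL-RAW peptide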
Calb biofilm kill: kills Candida albicans biofilms | 85,000 compounds, 0.14% hits | C. albicans biofilm + clotrimazole, Alamar Blue | AID 834 | inhibition, % at 6 µM;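 active = inhibition above 20%; inactive = inhibition below 20%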;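 also: preformed 24 hr biofilms exposed to compound for 48 hr; 0% = biofilm without compound and 100% = blank killed by clotrimazole plus chlorhexidine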
CYP2C9 act: increases human cytochrome P450 2C9 activity | P11712 | recombinant CYP2C9, luciferin-H conversion, luminescence; active compounds read high; factor 1 = untreated enzyme, 0 = blocked | activation factor at 5 µM | 96,000 compounds, 1.4% hits | AID 1024;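 active = activation factor of 2 or more for CYP2C9 at a 5 µM dose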;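 also: 0 = sulfaphenazole-blocked wells and 1 = vehicle-only wells; values of inactives mirror those of a sister screen read the other way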
CYP2C9 inh: human CYP2C9 inhibition; P11712; CYP2C9 Supersomes, luciferin-H conversion, luminescence; inhibition, % at 5 µM; 96,000 compounds, 20% hits;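 active = blocking of liver enzyme CYP2C9 beyond about 50% at 5 µM, limit read from the data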; also: values of inactives mirror those of a sister screen read the other way
Plk1 PBD FP: inhibitors of human Plk1 polo box domain binding; P53350; Plk1 PBD phosphopeptide binding, fluorescence polarization; inhibition, %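 (tested at about 20 µM)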; 97,000 compounds, 0.13% hits; AID 693; in the data active = inhibition above about 34%, passing the limit was not always enough
HIV Rev-RRE inh: inhibitors of HIV-1 Rev-RRE RNA interaction | P05866 | Rev peptide-RRE RNA binding, FRET | inhibition, % at 8 µM | 97,000 compounds, 0.79% hits | AID 704;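 active = inhibition above the screen-wide mean plus 3 SD, cut at about 35% in these data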;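 also: 0% = median DMSO wells and 100% = median Neomycin B control wells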
Target sequence (P05866 whole entry, looked up): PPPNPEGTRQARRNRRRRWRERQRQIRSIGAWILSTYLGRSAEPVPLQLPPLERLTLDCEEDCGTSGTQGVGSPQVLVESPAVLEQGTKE
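Assay system: Labelled RRE RNA duplex and labelled Rev peptide | Times: 5 min preincubation and 15 min binding, 25 °C | Detection: FRET, ex 480 nm, em 540 and 671 nm | Evaluation: % inhibition of FRET ratio versus controls | Benchmarks: DMSO wells as 0% and neomycin B wells as 100% inhibition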
PTPN22 act: increases human PTPN22 phosphatase activity; Q9Y2R2; recombinant LYP, DiFMUP fluorescence; 0 = plate median, 100 = signal doubled; activation, % at 2 µM; 96,000 compounds, 0.11% hits;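 active = activation at 2 µM above a set limit, the mean plus 5 SD, cut at about 37% in these data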
* = called active by the depositor; . = no result given.

SMILES | PLK1 inh | PTPN22 inh 2 | EphB4 antag | Calb biofilm kill | CYP2C9 act | CYP2C9 inh | Plk1 PBD FP | HIV Rev-RRE inh | PTPN22 act
CCc1ccc(C(C)NC(=O)/C(C#N)=C\c2cn[nH]c2-c2ccccc2)cc1 (stereo not drawn) | -4 | 0 | -4 | . | 1 | 0 | -12 | 10 | 2
O=C(CN(C(=O)C1COc2ccccc2O1)c1ccccc1)NCC1CCCO1 (stereo not drawn) | -15 | -17 | 4 | -2 | 0.9 | 8 | -24 | 2 | 18
O=C(CN1CCNCC1)Nc1ccccc1Cl | -12 | 1 | -3 | 2 | 1 | 0 | 27 | 3 | -2
Cc1ccc(C(C(=O)NC(C)(C)C)N(C(=O)c2csnn2)C2CC2)cc1 (stereo not drawn) | -7 | -7 | 5 | 6 | . | . | 5 | -1 | 5
COc1ccccc1NC(=O)COC(=O)c1ccc(S(=O)(=O)NCc2ccco2)cc1 | -15 | 5 | 5 | 5 | 0.2 | 82* | -25 | 6 | -7
O=C(C[n+]1cc2ccccc2c2ccccc21)c1ccccc1 | -6 | 2 | 1 | . | 0.3 | 72* | 7 | -3 | -2
Cc1ccc(-c2nnc(-c3ccccc3)o2)cc1Br | -7 | 5 | -8 | -1 | . | . | 14 | 8 | -4
CCN(CC)C(=O)CSC1=Nc2ccccc2C2=NC(c3ccccc3)C(=O)N12 (stereo not drawn) | 8 | -6 | 0 | -7 | 0.4 | 61* | 4 | 10 | 6
Cc1cc(/C=C(\C#N)C(=O)NCc2ccco2)c(C)[nH]1 | -5 | 5 | 0 | 10 | . | . | 0 | 3 | -4
CCOC(=O)C1CCCN(CC(=O)Nc2c(C(=O)OC)[nH]c3ccccc23)C1 (stereo not drawn) | -5 | 12 | 4 | 2 | 0.9 | 12 | 1 | 7 | -13
O=C(Nc1c2ccccc2nc2ccccc12)C(Cl)(Cl)Cl | 6 | 7 | -1 | . | 0.8 | 23 | -8 | 5 | -4
CCCS(=O)(=O)N1CCN(Cc2ccncc2)CC1 | -7 | -5 | 6 | 9 | 0.8 | 16 | 1 | 10 | 3
COc1cc(NC(=O)c2ccco2)c(OC)cc1NC(=O)CCC(=O)Nc1cccc(C)c1C | -1 | 4 | 3 | 6 | 0.7 | 35 | -1 | 4 | -6
CCCc1cc(N2CCCC(C(=O)NCC)C2)n2ncnc2n1 (stereo not drawn) | -9 | -3 | -5 | 0 | 1 | 4 | 3 | 8 | 1
COc1ccc(Br)cc1/C=N/n1c(C)nnc1C | 1 | -1 | -3 | 6 | . | . | 37 | -1 | 4
CC(C)c1[nH]c(=O)c(C#N)c2c1CSC(C)(C)C2 | -7 | -4 | -3 | 5 | 1 | 3 | 11 | -2 | 2
CC(C)n1c(N2CCN(C(=O)Nc3ccc(F)cc3F)CC2)nc2ccccc21 | -13 | 4 | 5 | 1 | 0.5 | 46 | -24 | 7 | -2
N#Cc1nc(COc2ccccc2)oc1N1CCCC1 | -18 | -1 | 3 | . | 0.7 | 31 | -19 | 10 | -1
O=C(Nc1ccc(CN2CCOCC2)cc1)c1ccccc1F | -4 | -28 | 5 | -7 | . | . | -7 | 8 | 24
Brc1ccccc1CN1CCC(N2CCCCC2)CC1 | -11 | -1 | 4 | 8 | 1.1 | -6 | 13 | 5 | -1
O=C(OCC(=O)N1CCCC1)c1cccs1 | 1 | 11 | -3 | 6 | 1 | -4 | -15 | 7 | -12
C=CCn1c(-c2cc(Cl)ccc2OC)n[nH]c1=S | -4 | -19 | -6 | 6 | 0.5 | 50* | 17 | 2 | 21
CC/C(=C\C(=O)c1ccncc1)Nc1ccc(O)cc1 | -5 | -8 | -1 | 8 | 0.6 | 41 | -24 | 1 | 7
O=C(NC1CCCCC1)NC1CCN(CC(=O)N2CCOCC2)CC1 | -9 | 1 | 10 | 4 | 1.1 | -8 | -4 | 10 | -1
CC(Nc1c([N+](=O)[O-])c(=O)oc2ccccc12)C(Cl)c1ccccc1 (stereo not drawn) | 0 | 2 | -2 | . | 0.7 | 33 | -18 | 1 | 0
COc1nc(N=C(N)N)nc2c(C)cccc12 | 48 | 16 | 4 | . | 1.1 | -10 | 17 | 10 | -14
C=CCn1c(SCC(=O)N2CCc3ccccc3C2)nc2ccccc2c1=O | -10 | 14 | -1 | . | 0.1 | 95* | 15 | 6 | -11
CCOC(=O)c1cnc(SC)nc1Oc1cccc(NS(=O)(=O)c2ccccc2)c1 | -3 | -13 | -1 | . | 0.2 | 82* | 20 | 5 | 12
CC(C)(C)NC(=O)CSc1nncn1-c1ccccc1 | -16 | 7 | 1 | 9 | 0.9 | 10 | -11 | 3 | -9
O=C(NCCc1ccccc1)C1CCCN(S(=O)(=O)c2cccnc2)C1 (stereo not drawn) | -5 | -3 | 0 | . | 0.8 | 16 | 2 | 1 | 1
Cc1c(/C(O)=C2/C(=O)C(=O)N(CCN3CCOCC3)C2c2cccnc2)cnn1-c1ccccc1 (stereo not drawn) | -7 | 5 | -2 | 7 | 1.1 | -8 | 0 | 2 | -2
O=C(NCCNc1ccc([N+](=O)[O-])cc1)c1ccccc1Br | -7 | 8 | 0 | . | 0.6 | 44 | 0 | 7 | -3
C#CCN1C(=O)C(O)(CC(=O)c2cc(OC)ccc2OC)c2ccccc21 (stereo not drawn) | -10 | -3 | 3 | 6 | 0.7 | 30 | -13 | 2 | 4
COc1ccc(CN2C(=O)NC3(CCCCC3)C2=O)cc1F | -4 | -1 | 4 | . | 1 | -1 | 19 | 10 | -1
O=C(Nc1cccc2cccnc12)c1cccnc1 | -7 | -2 | -5 | -4 | 2.1* | -112 | -30 | 1 | -1
CCCCn1cnc2c([nH]c3cc(OC)ccc32)c1=O | -8 | -4 | 0 | 5 | 0.9 | 8 | 15 | 10 | 7

10 entries already listed, arranged by number of heavy atoms, ascending:
SMILES | PLK1 inh | PTPN22 inh 2 | EphB4 antag | Calb biofilm kill | CYP2C9 act | CYP2C9 inh | Plk1 PBD FP | HIV Rev-RRE inh | PTPN22 act
O=C(CN1CCNCC1)Nc1ccccc1Cl | -12 | 1 | -3 | 2 | 1 | 0 | 27 | 3 | -2
C=CCn1c(-c2cc(Cl)ccc2OC)n[nH]c1=S | -4 | -19 | -6 | 6 | 0.5 | 50* | 17 | 2 | 21
CCCS(=O)(=O)N1CCN(Cc2ccncc2)CC1 | -7 | -5 | 6 | 9 | 0.8 | 16 | 1 | 10 | 3
Brc1ccccc1CN1CCC(N2CCCCC2)CC1 | -11 | -1 | 4 | 8 | 1.1 | -6 | 13 | 5 | -1
O=C(NCCNc1ccc([N+](=O)[O-])cc1)c1ccccc1Br | -7 | 8 | 0 | . | 0.6 | 44 | 0 | 7 | -3
O=C(Nc1ccc(CN2CCOCC2)cc1)c1ccccc1F | -4 | -28 | 5 | -7 | . | . | -7 | 8 | 24
CC(Nc1c([N+](=O)[O-])c(=O)oc2ccccc12)C(Cl)c1ccccc1 (stereo not drawn) | 0 | 2 | -2 | . | 0.7 | 33 | -18 | 1 | 0
Cc1ccc(C(C(=O)NC(C)(C)C)N(C(=O)c2csnn2)C2CC2)cc1 (stereo not drawn) | -7 | -7 | 5 | 6 | . | . | 5 | -1 | 5
CCOC(=O)C1CCCN(CC(=O)Nc2c(C(=O)OC)[nH]c3ccccc23)C1 (stereo not drawn) | -5 | 12 | 4 | 2 | 0.9 | 12 | 1 | 7 | -13
COc1ccccc1NC(=O)COC(=O)c1ccc(S(=O)(=O)NCc2ccco2)cc1 | -15 | 5 | 5 | 5 | 0.2 | 82* | -25 | 6 | -7

Other records
SMILES | PLK1 inh | PTPN22 inh 2 | EphB4 antag | Calb biofilm kill | CYP2C9 act | CYP2C9 inh | Plk1 PBD FP | HIV Rev-RRE inh | PTPN22 act
Cn1c(SCC(=O)N2CCN(Cc3ccccc3)CC2)nnc1-c1ccncc1 | -4 | 7 | 3 | . | 0.9 | 13 | 0 | 9 | -8
CCOc1cc(C2NC(=O)NC(O)(C(F)(F)F)C2C(=O)c2ccc(Cl)cc2)ccc1O (stereo not drawn) | -8 | 6 | 0 | 10 | 0.9 | 9 | -2 | 4 | -6
Cc1nc2c(C)cccn2c1C(=O)c1ccccc1 | -5 | -7 | -2 | 3 | 0.9 | 6 | -7 | -2 | 5
O=C(NCC1CCCO1)c1ccccc1-c1nc(-c2ccc(Cl)cc2)no1 (stereo not drawn) | -14 | 6 | -10 | 6 | 0.8 | 19 | 0 | 2 | -8
c1ccc2[nH]c(SCc3ccc(-c4nnco4)cc3)nc2c1 | -5 | -14 | -8 | 5 | 0.1 | 95* | -5 | 8 | 14
COc1ccc(CNC(=O)C(C#N)c2nc3ccccc3nc2N2CCN(C)CC2)cc1 (stereo not drawn) | 1 | -2 | -3 | 1 | 0.5 | 46 | 10 | 1 | 1
COC(=O)c1[nH]c2cc(OC)ccc2c1NC(=O)CCN1CCCCC1 | -15 | 8 | -1 | 4 | 1.1 | -5 | 8 | 7 | -10
NS(=O)(=O)c1ccc(CCNc2nc(CN3CCOCC3)nc3sc4c(c23)CCC4)cc1 | 5 | -3 | -1 | 0 | 0.7 | 34 | -18 | 1 | 1
CCOC(=O)C1(Cc2ccccc2)NC(c2ccccc2F)C2C(=O)N(CC)C(=O)C21 (stereo not drawn) | -7 | -6 | 13 | 1 | 0.9 | 8 | -6 | 6 | 4
c1ccc2[nH]c(CN3CCCCCC3)nc2c1 | -11 | -21 | -7 | 5 | 1 | -5 | -24 | 1 | 19
CC(CC(=O)NC1CCSC1=O)c1ccccc1 (stereo not drawn) | -8 | 8 | -7 | 3 | 1.1 | -9 | 0 | 0 | -2
O=C(Nc1cc(Cl)cc(Cl)c1)c1cnn2cccnc12 | 16 | 11 | -1 | -1 | 1.1 | -6 | 3 | 9 | -10
O=C(Cn1ccc2ccccc2c1=O)NCCC(=O)N1CCN(C(=O)c2ccco2)CC1 | -10 | 3 | 7 | -5 | . | . | 23 | 9 | -3
Cn1c(=O)cc(SCC(=O)N2CCN(c3ccccc3)CC2)c2ccccc21 | -11 | 3 | 2 | 4 | 1.4 | -43 | -6 | 2 | 1
COc1ccc(-c2cc(-c3ccccc3)n3ncnc3n2)cc1 | 0 | 2 | -1 | -3 | 0.6 | 44 | 1 | 7 | -3
O=C(Nc1ccccc1Cl)c1cccs1 | -6 | 2 | 1 | 7 | 1.1 | -10 | 13 | 5 | -4
OCCN(C=NC1=NN(c2cccc(C(F)(F)F)c2)CC1)CCO | -8 | -13 | 4 | . | 1 | 5 | -7 | 5 | 16
CCOC(=O)c1sc(NC(=O)/C=C/c2cnn(CC)c2C)c(C(=O)OCC)c1C | -4 | 2 | -8 | . | 0.7 | 31 | -25 | -9 | 0
COc1ccc(C(=O)N2CCN(C(=O)CC(C)C)CC2)cc1OC | -13 | -8 | 2 | 8 | 1.2 | -16 | -20 | 0 | 7
COc1ccc(CNC(=O)C(C)NC(=O)c2cc3ccccc3o2)cc1 (stereo not drawn) | -9 | 1 | 0 | 6 | 0.2 | 76* | -25 | 0 | -3
COC(=O)Cn1c(C)c(C(C)=O)c(C(C)=O)c1C | -14 | 6 | -2 | 2 | 1.2 | -15 | -1 | 8 | -8
Cc1cnc(C(=O)Nc2cccc3ncccc23)cn1 | -14 | -6 | -4 | 9 | 1 | 2 | -33 | 7 | 3
COc1ccc(CCn2c(Br)nc3c2c(=O)[nH]c(=O)n3C)cc1 | -9 | 4 | 2 | . | 1.1 | -15 | 21 | -6 | -1
